Assay outcomes deposited in PubChem BioAssay by National Center for Advancing Translational Sciences (NCATS).
FUS yeast rescue: rescues growth of FUS-expressing yeast; S. cerevisiae FUS-expressing, growth rescue, OD600, 24 h; Potency, µM (series often up to 76.6 µM), inactives show at the top dose growth rescue (activation), hits mostly activators; 390,000 compounds, 0.24% hits; AID 1347120;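 note: potency is the fitted concentration of half-maximal effect; plate controls were DMSO vehicle for no effect and reference control for full effect; nearly all actives have a fitted effect of over 55% in size; some results filed as inactive show a strong effect at the top dose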
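Read-out: OD at 600 nm after 24hr at 30C, reporting rescue of FUS-induced yeast toxicity. Cells at OD 0.005 in galactose (2%) minimal medium; compounds tested in a dilution series; CP55940 titration from 92uM final as control.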
pAkt inh: blocks phosphorylation of Akt; 360,000 compounds, 0.32% hits; activity change, % for hits at 50 µM; Neuro2A IGF-stimulated pAkt S473 HTRF, 20 min; stronger effect = lower value; in the data active = activity change below about -80%; inconclusive = mostly about -51% to -80%; note: % is set by controls: 0 for no effect and ±100 for the full control effect
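Neuro2A cells (4,500/well, DMEM with 0.5% FBS) were treated with compound at a single 50 µM final concentration, stimulated with 6 nM IGF for 20 min at 37 °C, and lysed. Phospho-Akt Ser473 was read by HTRF as 665/615 ratio ×10^4.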
GLP-1R agonist: agonists of human GLP-1 receptor | P43220 | HEK293 GLP-1R CRE-luciferase, luminescence, 4-6 h; cells express a hypersensitive GLP-1R form | Potency, µM (titrated, usually from 45.6 µM), inactives show at the top dose activation, usual class: activators | 380,000 compounds, 0.007% hits | AID 624172; note: potency is the fitted concentration of half-maximal effect; % of control where 0% means no effect
PTHR1 ag: PTHR1 (human) receptor agonism; Q03431; HEK293 GP2 PTHR1 cells, GloSensor cAMP luminescence, 1 h; Potency, µM (highest dose often 115 µM), for inactives: at the top dose activation, most hits filed as activators; 410,000 compounds, 0.075% hits; AID 743266; note: potency is the fitted concentration of half-maximal effect; nearly all actives have a fitted effect of over 55% in size; some results filed as inactive show a strong effect at the top dose; inactives centre near -15; many of its hits are not listed in these tables
Target sequence (Q03431 whole entry, looked up): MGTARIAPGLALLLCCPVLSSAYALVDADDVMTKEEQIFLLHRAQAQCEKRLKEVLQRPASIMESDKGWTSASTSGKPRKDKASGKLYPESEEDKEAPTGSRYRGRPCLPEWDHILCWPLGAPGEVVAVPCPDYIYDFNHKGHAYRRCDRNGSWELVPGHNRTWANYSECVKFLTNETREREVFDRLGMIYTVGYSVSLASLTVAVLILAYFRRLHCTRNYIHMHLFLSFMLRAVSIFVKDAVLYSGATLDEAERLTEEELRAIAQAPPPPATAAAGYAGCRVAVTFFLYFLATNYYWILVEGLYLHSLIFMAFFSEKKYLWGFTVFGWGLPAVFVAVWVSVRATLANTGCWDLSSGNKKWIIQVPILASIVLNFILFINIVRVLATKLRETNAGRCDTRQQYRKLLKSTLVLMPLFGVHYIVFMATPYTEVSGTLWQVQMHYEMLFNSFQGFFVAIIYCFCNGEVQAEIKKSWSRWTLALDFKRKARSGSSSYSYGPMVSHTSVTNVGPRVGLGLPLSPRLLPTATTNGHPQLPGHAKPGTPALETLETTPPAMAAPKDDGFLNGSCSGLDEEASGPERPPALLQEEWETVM
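HEK-293-derived GP2 cells expressing PTHR1 and a GloSensor cAMP reporter, 3,000/well, plated overnight, given luciferin plus IBMX (each 0.5 mM as added) for 1 h at 37 °C, then compound for 1 h at 37 °C. Luminescence was read after 15 min at room temperature.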
aSyn rescue: inhibitors of alpha-synuclein toxicity in yeast. Yeast expressing alpha-synuclein, growth rescue, BacTiter-Glo, 24 h. Potency, µM (top dose mostly 46.1 µM), for inactives: top-dose growth rescue (activation), most hits filed as activators. 370,000 compounds, 0.14% hits. AID 652106; note: potency is the fitted concentration of half-maximal effect; % of control where 0% means no effect; nearly all actives have a fitted effect of over 65% in size
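Galactose-induced alpha-syn yeast (OD600=0.02, raffinose-pregrown) + pinned cpd, 24 hr, 30 deg C; growth by BacTiter-Glo luminescence. Growth restoration scores as activation.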
GLP1R inv ag: GLP-1 receptor (human) inverse agonism | P43220 | HEK293 GLP-1R CRE-luciferase, luminescence, 24 h; GLP-1R form is constitutively active | Potency, µM (doses to about 38.3 µM), for inactives: at the top dose activity change, negative = inhibition, most hits filed as inhibitors | 410,000 compounds, 1.6% hits; note: potency is the fitted concentration of half-maximal effect; % is set by controls: 0 for no effect and ±100 for the full control effect; nearly all actives have a fitted effect of over 55% in size
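Inverse agonists were sought by their lowering of basal cAMP reporter luciferase output in HEK293 cells stably carrying constitutively active human GLP-1R, after 24 h compound treatment.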
Abeta rescue: A-beta toxicity reversal in yeast; yeast expressing A-beta42, growth rescue, OD600, 48 h; response scale: 0% DMSO, 100% iron-clioquinol control; Potency, µM (doses to about 46.1 µM), inactives show at the top dose growth rescue, usual class: activators; 410,000 compounds, 0.063% hits; AID 1347071; note: potency is the fitted concentration of half-maximal effect; nearly all actives have a fitted effect of over 55% in size
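Growth rescue measured by 600 nm absorbance after 48 h yeast culture at 30 C with compound. Values normalized between DMSO and an equimolar ferric chloride plus clioquinol control.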
TDP43 rescue: inhibitors of TDP-43 toxicity in yeast; TDP-43 expressing yeast growth rescue, BacTiter-Glo, 24 h; Potency, µM (doses to about 46.1 µM), without a hit: top-dose growth rescue (activation), hits mostly activators; 410,000 compounds, 1.8% hits; AID 652104; note: potency is the fitted concentration of half-maximal effect; % of control where 0% means no effect; nearly all actives have a fitted effect of over 50% in size
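Galactose-induced TDP-43 yeast, OD600=0.02, compound pinned; 24 hr, 30 deg C; BacTiter-Glo luminescence for growth. Inhibitors of TDP-43 toxicity read as activators.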
DRD3 antagonist: D3 dopamine receptor (human) antagonism. 360,000 compounds, 2.5% hits. P35462. max response, negative = inhibition, %. AID 652054. D3R cells, DiscoveRx beta-arrestin luminescence, antagonist mode; stronger effect = lower value; in the data active = max response below about -50%; inconclusive = no clear call, values can overlap the other calls; note: % is set by controls: 0 for no effect and ±100 for the full control effect; mostly tested at two doses, the higher about 12 µM
Target sequence (P35462 whole entry, looked up): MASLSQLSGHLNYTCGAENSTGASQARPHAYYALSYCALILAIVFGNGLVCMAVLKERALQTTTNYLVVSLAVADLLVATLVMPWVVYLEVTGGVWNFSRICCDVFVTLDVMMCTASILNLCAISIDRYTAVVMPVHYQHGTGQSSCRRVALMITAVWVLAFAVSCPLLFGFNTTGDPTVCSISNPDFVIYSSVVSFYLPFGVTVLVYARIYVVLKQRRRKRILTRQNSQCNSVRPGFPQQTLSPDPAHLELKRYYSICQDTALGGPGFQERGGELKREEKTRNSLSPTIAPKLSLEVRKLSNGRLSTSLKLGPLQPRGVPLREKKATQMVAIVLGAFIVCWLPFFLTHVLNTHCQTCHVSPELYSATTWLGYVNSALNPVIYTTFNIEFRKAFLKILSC
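Cells plated overnight at 1500 cells/well, then exposed to library compounds with dopamine controls for 90 minutes at 37 degrees C. DiscoveRx reagent added for 30–60 minutes at room temperature; luminescence read, quantitative HTS format.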
An asterisk follows results filed as active; i = inactive; u = inconclusive; x = no result given; & = joins results of further samples; [ ] = dose if it differs, or a comment. Unless noted, calls come from the whole dose curve; as a rule, active = well fitted curve in the direction sought with a large enough effect; inconclusive = small, poorly fitted or top-dose-only effect, or another doubt; inactive = no such curve, though single readings can be large; an effect the other way counts as inactive or inconclusive. An excerpt, so the mix of outcomes need not match the whole.

SMILES | FUS yeast rescue | pAkt inh | GLP-1R agonist | PTHR1 ag | aSyn rescue | GLP1R inv ag | Abeta rescue | TDP43 rescue | DRD3 antagonist
CCOP(=O)(OCC)C(NC(=O)c1ccccc1C)C(Cl)(Cl)Cl (centres undefined) | x | i | 0.2% | i | -3.4% | 26.5% | 10.0% | -11.6% | 10.3
CN(C)C=C1C(=O)N(C2CCCCC2)C(=O)N(C2CCCCC2)C1=O | 2.2% | i | -29.3% | -31.2%[inhibitor] | u | u | 19.2% | 20.3% | -20.9
ClCCN(CCCl)c1ccc(C=NNc2ncccn2)cc1 | -14.3% | i | 10.9% | -13.4% | 3.1% | u | -0.9% | 8.1% | -20.7
O=C(Nc1ccccc1)N1Cc2ccccc2-n2nncc2C1 | -22.2% | i | -0.6% | i | 1.2% | 14.6% | -12.0% | 7.7% | 3.6
CC(C)C[C@@H]1COc2cccc(N3CCN(C)CC3)c2S(=O)(=O)N1 | 0.2% | i | -0.8% | i | -0.2% | -5.7% | 2.6% | 21.9% | 8.3
COC(=O)Cn1cc(C=C2C(=O)NC(=O)NC2=O)c2ccccc21 | 29.1% | i | 6.5% | -25.8% | 0.7% | 9.4% | 4.1% | -3.0% | -7.9
O=C1NC(=O)C(Nc2ccc(Cl)c(Cl)c2)C(=O)N1 | -14.3% | i | -0.2% | i | 6.7% | -5.9% | -8.1% | -16.1% | -8.2
CCCCc1nc2ccccc2c(=O)n1-c1cccc(OC)c1 | 8.5% | x | x | i | x | u | -10.7% | u | x
O/N=C1\CCC2CN(C3CCCCC3)CC2C1 (centres undefined) | 7.1% | i | -1.1% | i | -0.5% | 0.1% | 0.6% | 1.9% | -3.8
O=c1[nH]c(=O)n(-c2ccccc2)c(O)c1/C=C/C=Nc1ccccc1 | x | i | -21.2% | i | -2.2% | 1.9% | 9.3% | 23.6% | 10.8
Cc1ccc(NC(=O)c2ccc(Cl)c(S(=O)(=O)NCc3ccco3)c2)c(O)c1 | x | i | -0.9% | i | 1.1% | u | -9.5% | -21.5% | 0.7
Cc1ccc(-n2c(=S)[nH]c3ccc(C)cc3c2=O)cc1 | 31.8% | i | -2.9% | -8.9% | -0.2% | 7.6% | -12.6% | 23.5% | -0.2
C[N+]1(C)CCC(OC(=O)C(c2ccccc2)c2ccccc2)CC1 | -22.6% | i | 7.8% | i | -3.4%&-2.1% | -1.7% | -11.9% | 19.9% | -59.5*
CCCN(CCC)C1CCc2ccc(O)cc2C1 (centres undefined) | -46.8% | i | 1.2% | i | -6.0%&-2.3% | -5.0% | -20.3% | 11.9% | x
O=c1[nH]c(=S)n(-c2ccccc2F)c(O)c1C=Nc1ccc(N2CCOCC2)cc1 | 30.9% | i | 22.0% | -13.3% | -1.8% | -6.1% | -36.3%[inhibitor] | -7.6% | -8.4
COc1ccc2c(CCN)c[nH]c2c1 | -21.8% | i | -0.8% | i | -0.5% | 0.3% | 11.1% | 9.6% | -16.5
Cc1cc(/C=C2\C(=O)NC(=O)N(c3ccc(F)cc3)C2=O)c(C)n1-c1ccc(C(=O)O)cc1 | 27.9% | i | 0.0% | i | -0.3% | 5.2% | -10.5% | -28.1% | -26.4
Cc1ccc(-n2c(O)c(/C=N/N3CCCCCC3)c(=O)[nH]c2=O)cc1C | 2.5% | i | 10.2% | -13.7% | -0.1% | 20.7% | -6.9% | -12.9% | -6.4
CCn1c(=O)cc(OCC(=O)N2CCN(Cc3ccc4c(c3)OCO4)CC2)c2ccccc21 | -18.3% | x | 0.3% | i | x | 3.7% | 3.5% | -2.5% | 12.3
c1ccc(CNC2=NCCS2)cc1 | -29.7% | i | 8.4% | -0.1% | -3.4% | 1.1% | 3.0% | -2.6% | 14.3
O=S1(=O)OCCC(c2ccccc2)N1Cc1ccccc1 (centres undefined) | -15.8% | i | -3.1% | -33.5%[inhibitor] | 0.6% | -26.7% | 6.2% | u | 4.1
Nc1ncnc2c1ccn2[C@@H]1O[C@H](CO)[C@@H](O)[C@H]1O | -23.1% | i | -12.9% | -57.4%[inhibitor] | 8.0% | u | 4.7% | 16.5% | -20.3
O=S(=O)(c1ccc(F)cc1)N1CCCCC1c1cccnc1 (centres undefined) | -17.9% | i | -1.2% | -80.0%[inhibitor] | 7.3% | -15.0% | 11.3% | 5.7% | 5.6
OCC[N+]12CCC(CC1)C(C(O)(c1ccccc1)c1ccccc1)C2 (centres undefined) | 14.5% | i | -0.5% | i | 0.0% | -10.0% | 7.0% | -21.5% | -5.2
CC(=O)O[C@@]12CO[C@@H]1C[C@H](OC1OCC(O)C(O)C1O)[C@@]1(C)C(=O)[C@H](O)C3=C(C)[C@@H](OC(=O)[C@H](O)[C@@H](NC(=O)c4ccccc4)c4ccccc4)C[C@@](O)([C@@H](OC(=O)c4ccccc4)C12)C3(C)C (some centres undefined) | 10µM* | i | 6.2% | i | 4.7% | u | -14.9% | 6.5% | 16.9
c1ccc(-c2nnc(SCc3nc4ccccc4[nH]3)o2)cc1 | 7.4% | i | 3.5% | -1.5%[57.5 µM] | 10.7% | 0.0% | 7.5% | 12.6µM* | 11.5
Cc1ccc(-n2c(/C=C/c3cccc(C(F)(F)F)c3)nc3ccccc3c2=O)cc1 | 37.7% | x | x | -48.7%[inhibitor] | x | -0.9% | 5.3% | u | x
N#Cc1c(/N=C/C2C(=O)NC(=S)NC2=O)sc2c1CCCC2 | 18.4% | i | 6.9% | i | 4.4% | 21.2% | 17.8% | -1.8% | 2.9
CCCCCSc1cc(OC)c(CCN(C)C)cc1OC | 5.1% | i | -4.7% | i | -0.2% | u | 5.9% | -13.1% | -25.0
CC(C)OC(=O)C1C2c3ccccc3C(c3ccccc32)C1C(=O)O (centres undefined) | 2.4% | i | 5.7% | i | 0.1% | u | -23.7% | u | 8.8
CCc1ccc(NC2=NCCCS2)cc1 | 4.8% | i | 6.0% | i | -5.8% | -9.3% | -19.5% | -21.0% | -12.3
COc1ccc(OCC(=O)N2CCCC(N3CCN(c4ccccc4C)CC3)C2)cc1 (centres undefined) | x | i | -1.5% | -57.7%[inhibitor] | 1.5% | u | 7.3% | 19.4% | -14.9
O=C(O)c1cccc2c1NC(C(=O)O)C1CC(Sc3ccccc3[N+](=O)[O-])C(Cl)C21 (centres undefined) | x | i | -8.6% | -26.4% | -1.3% | -12.9% | -3.7% | 13.4% | u
O=c1[nH]c2ccccc2c(=O)n1-c1ccc(Cl)c(Cl)c1 | -13.3% | x | x | -17.1% | x | 13.4% | -12.5% | 18.2% | x
CCn1c(O)c(C=NCc2cccs2)c(=O)n(CC)c1=S | 2.7% | i | 0.0% | i | -1.6% | u | -4.3% | 22.2% | 2.9
CCCCN1C(=O)NC(=O)C2(Cc3ccccc3N3CCOCC32)C1=O (centres undefined) | u | i | -3.4% | i | -6.2% | 8.7% | 25.6% | 0.3% | -1.9
CN1C(=O)C(Cc2cccc3ccccc23)C(=O)N(C)C1=O | 18.0% | i | 0.3% | -0.8%[57.5 µM] | -7.0% | 3.7% | 5.2% | 6.3% | u
CN1CC(C(=O)c2ccccc2)C(c2ccccc2)C1 (centres undefined) | 25.9% | i | 5.9% | i | 1.3% | -0.3% | -11.6% | -2.6% | u
CCc1nnc(NS(=O)(=O)c2ccc(N=Cc3c(O)n(-c4ccccc4)c(=O)[nH]c3=O)cc2)s1 | 1.8% | i | 0.9% | i | -1.0% | 0.1% | -0.6% | -17.5% | 2.0
C=CCOC(=O)c1ccccc1N | -14.4% | x | -2.2% | -12.0% | -12.0% | 8.8% | -10.8% | 5.4% | 5.7

The closing 2 records of the part above are carried over, then new ones follow:
SMILES | FUS yeast rescue | pAkt inh | GLP-1R agonist | PTHR1 ag | aSyn rescue | GLP1R inv ag | Abeta rescue | TDP43 rescue | DRD3 antagonist
CCc1nnc(NS(=O)(=O)c2ccc(N=Cc3c(O)n(-c4ccccc4)c(=O)[nH]c3=O)cc2)s1 | 1.8% | i | 0.9% | i | -1.0% | 0.1% | -0.6% | -17.5% | 2.0
C=CCOC(=O)c1ccccc1N | -14.4% | x | -2.2% | -12.0% | -12.0% | 8.8% | -10.8% | 5.4% | 5.7
O=C(CN1C(=O)CN=C(c2ccccc2)c2ccccc21)Nc1cccc(C(F)(F)F)c1 | u | x | x | i | x | u | 9.0% | 35.5µM* | x
O=c1[nH]c(=O)n(C2CCCCC2)c(O)c1/C=N/N1CCCCC1c1cccnc1 (centres undefined) | 15.3% | i | -3.4% | -28.4% | 4.1% | 3.4% | 8.3% | -3.3% | 25.9
COc1ccc(Cl)cc1NC1=NCC(C)S1 (centres undefined) | 19.4% | i | -5.7% | i | 0.8% | 0.0% | 7.7% | 17.1% | -14.0
CC(C)NC(=O)N1Cc2cc(C(=O)NC3CCCCC3)nc(-c3cccc(-c4cccnc4)c3)c2[C@@H]1CCO | 35.1% | i | 11.2% | -45.6%[inhibitor] | 17.6% | -19.5% | -11.7% | 0.7% | -4.5
C=CCN1CC[C@]23c4c5ccc(O)c4OC2C(=O)CC[C@@]3(O)C1C5 (some centres undefined) | -37.4% | i | 5.2% | -30.5%[inhibitor] | -0.2% | 2.0% | -15.6% | 23.1% | -5.8
CNC(=O)Oc1ccc(N(C)C)cc1C(C)C | -20.7% | i | 11.6% | i | -1.8% | -18.3% | 9.3% | 9.6% | -14.9

Some values from above.
TDP43 rescue result of O=C(CN1C(=O)CN=C(c2ccccc2)c2ccccc21)Nc1cccc(C(F)(F)F)c1 stands at 35.5µM*
PTHR1 ag result of CC(C)NC(=O)N1Cc2cc(C(=O)NC3CCCCC3)nc(-c3cccc(-c4cccnc4)c3)c2[C@@H]1CCO stands at -45.6%[inhibitor]
GLP1R inv ag result of O=c1[nH]c(=O)n(C2CCCCC2)c(O)c1/C=N/N1CCCCC1c1cccnc1 (centres undefined) stands at 3.4%
DRD3 antagonist result of COc1ccc(Cl)cc1NC1=NCC(C)S1 (centres undefined) stands at -14.0
